Runt-SMMHC FRET: Runt domain-CBFb-SMMHC interaction inhibition; Q01196+Q13951; Cerulean-Runt/Venus-CBFb-SMMHC FRET ratio 530/480, 1 h; inhibition, % at 20 µM; 0.74% of 220,000 active; AID 1434;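 active means mean inhibition across duplicate retests at 20 µM reaching about 50%, limit read from the data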;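 further: 0% = DMSO wells and 100% = wells with excess untagged CBFb-SMMHC; inhibitors lower the FRET ratio by blocking Runt binding to CBFb-SMMHC; some results filed as inactive read as strong as hits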
14-3-3 Bad inh: disrupts binding of bovine 14-3-3 zeta to phospho-Bad peptide; P63103; TR-FRET 14-3-3zeta/Dy647-pBad peptide displacement, 1 h; inhibition, % at 21.7 µM; 0.71% of 220,000 active;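 active means inhibition above about 70%, limit read from the data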;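 further: 0% = full 14-3-3 plus peptide FRET controls and 100% = background without 14-3-3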
Target sequence (P63103 whole entry, looked up): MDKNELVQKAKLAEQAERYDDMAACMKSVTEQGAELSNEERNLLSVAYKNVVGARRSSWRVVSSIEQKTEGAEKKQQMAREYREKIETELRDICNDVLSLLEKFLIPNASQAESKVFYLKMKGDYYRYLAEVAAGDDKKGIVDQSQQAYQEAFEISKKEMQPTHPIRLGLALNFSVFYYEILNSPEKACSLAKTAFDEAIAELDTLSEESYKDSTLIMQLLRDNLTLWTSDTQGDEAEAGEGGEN
FXIIa inh: factor XIIa (human) inhibition | P00748 | purified FXIIa, Boc-QGR-AMC fluorogenic substrate, 2 h | inhibition, % at 5 µM | 0.3% of 220,000 active; in the data active means inhibition above about 40%;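 further: 0% = enzyme with no compound and 100% = blank without enzyme; many of its hits are not listed in these tables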
Wee1 stabilizer: inhibitors of human Wee1 degradation; P30291; HeLa Luc-Wee1K328M stability, luciferase luminescence; 100% = proteasome inhibitor MG132 effect; reporter increase, % at 5 µM; 1.2% of 220,000 active; AID 1321;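 active means activation above the mean of all tested compounds plus 3 SD, set per screening run, cut at about 8.8% in these data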;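 further: cells exposed to compound for 20 h before luminescence read; 0% = DMSO alone and 100% = MG132 at 30 µM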
Hck Nef HTS: human Hck-Nef kinase inhibition. P08631. Recombinant Hck-YEEI plus Nef, Z-Lyte FRET kinase assay. inhibition, % at 20 µM. 0.68% of 220,000 active. AID 463187;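 active means Hck-Nef kinase inhibition above about 50%, limit read from the data; inactive means inhibition below that limit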;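 further: 0% = DMSO with Hck plus Nef and 100% = Hck alone without Nef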
Runt-CBFb FRET: Runt domain-CBFb interaction inhibition. Q01196+Q13951. 0.46% of 220,000 active. inhibition, % at 20 µM. AID 1496. Cerulean-Runt/Venus-CBFb FRET ratio 530/480, 1 h;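 active means inhibition over about 50% at 20 µM in the single-dose screen, limit read from the data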;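 further: 0% = DMSO wells and 100% = excess unlabeled CBFb competitor control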
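Schedule: protein complex preformed 1 h, compound exposure 1 h, room temperature, dark; test system: Cerulean-labeled Runt domain protein; amount: 100 nM per protein; buffer or medium: Tris 50 mM pH 7.5, KCl, K2SO4, 0.01% BSA; read-out: loss of energy transfer signal; detection: FRET fluorescence; controls: 5 µM unlabeled CBFb as full-inhibition high control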
FXIa inh: blocks human coagulation factor XIa protease activity. P03951. purified FXIa, Boc-Glu-Ala-Arg-AMC fluorogenic substrate. inhibition, % at 5 µM. 0.14% of 220,000 active;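 active means inhibition of at least 40%; inactive means inhibition below 40%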;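 further: fluorescence of freed AMC excited at 355 nm; 0% = enzyme without compound and 100% = no enzyme blank; many of its hits are not listed in these tables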
Target sequence (P03951 19-387 limits assumed): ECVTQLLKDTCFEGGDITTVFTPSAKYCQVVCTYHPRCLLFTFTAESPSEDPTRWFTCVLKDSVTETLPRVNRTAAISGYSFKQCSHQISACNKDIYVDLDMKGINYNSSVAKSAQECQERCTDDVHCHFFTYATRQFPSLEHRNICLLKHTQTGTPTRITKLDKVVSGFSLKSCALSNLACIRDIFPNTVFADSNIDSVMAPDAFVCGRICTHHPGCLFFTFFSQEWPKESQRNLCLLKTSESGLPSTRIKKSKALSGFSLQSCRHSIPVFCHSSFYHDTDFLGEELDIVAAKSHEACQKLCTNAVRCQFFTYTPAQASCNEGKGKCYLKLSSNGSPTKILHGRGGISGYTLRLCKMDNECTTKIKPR
Target sequence (P03951 388-625 limits assumed): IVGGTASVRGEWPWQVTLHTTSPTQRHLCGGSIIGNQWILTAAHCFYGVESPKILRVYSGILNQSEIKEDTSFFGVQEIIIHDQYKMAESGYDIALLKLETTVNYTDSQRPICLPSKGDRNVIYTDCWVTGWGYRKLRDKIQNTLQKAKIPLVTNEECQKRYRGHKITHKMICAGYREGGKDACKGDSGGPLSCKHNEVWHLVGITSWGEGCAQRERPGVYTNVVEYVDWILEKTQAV
Thrombin inh: inhibitors of human thrombin. P00734. alpha-thrombin, Boc-VPR-AMC fluorogenic substrate cleavage. inhibition, % at 5 µM. 0.26% of 220,000 active. AID 1046;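 active means inhibition at or above 40%; inactive means inhibition below 40%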;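 further: 0% = enzyme with no compound and 100% = wells without enzyme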
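Material: human alpha-thrombin protein. Incubation: reaction at ambient temperature. Technique: fluorescence of released AMC, ex 355 nm, em 460 nm. Control set: no-compound enzyme wells and no-enzyme blanks. Also added: Boc-VPR-AMC substrate, 15 µM final. Buffer or medium: pH 7.5 Tris (50 mM) with NaCl 150 mM, Tween 20 0.05%.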
KLK5 inh: kallikrein 5 (human) inhibition; inhibition, % at 5 µM; recombinant hK5, fluorogenic AMC substrate cleavage; 0.59% of 210,000 active;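 active means inhibition of 40% or more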;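 further: 0% = enzyme controls without compound and 100% = no-enzyme blanks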
Target sequence (Q9Y337 67-293 limits assumed): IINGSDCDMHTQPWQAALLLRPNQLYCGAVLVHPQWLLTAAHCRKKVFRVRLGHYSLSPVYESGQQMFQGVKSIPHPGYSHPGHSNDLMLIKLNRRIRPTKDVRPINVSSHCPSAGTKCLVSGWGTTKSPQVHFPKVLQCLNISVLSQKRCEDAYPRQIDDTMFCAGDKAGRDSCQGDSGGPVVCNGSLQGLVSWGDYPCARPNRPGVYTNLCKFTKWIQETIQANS
* marks the source's active call; other numbers are inactive results; . = no result given; [ ] = remark or other dose.

SMILES | Runt-SMMHC FRET | 14-3-3 Bad inh | FXIIa inh | Wee1 stabilizer | Hck Nef HTS | Runt-CBFb FRET | FXIa inh | Thrombin inh | KLK5 inh
CCc1c(C)nc(SCC(=O)Nc2ccc(Br)cc2)[nH]c1=O | 3 | 2 | 19 | -3 | 2 | 2 | 18 | 17 | 21
CCOc1ccc(CN2CCN(C(=O)c3ccccc3)CC2)cc1 | 1 | 46 | 10 | 0 | 1 | 0 | 7 | -6 | -2
Cc1ccc(C(C(=O)NC2CCCC2)N2CCCCC2)cc1 (stereo not drawn) | 2 | 4[fluorescence artefact?] | 1 | 0 | -4 | 2 | 1 | -1 | 0
CC(/C=C/c1ccccc1)=N\NC(=S)NC(C)C | -2 | -23 | 7 | 0 | 14 | -3 | 0 | -3 | -6
CCN(C(=O)COC(=O)c1cc(S(=O)(=O)N2CCc3ccccc32)ccc1OC)C1CCS(=O)(=O)C1 (stereo not drawn) | 0 | -4 | 7 | 0 | 3 | -3 | 0 | 1 | -4
CCCC1C(c2ccc(OC)cc2)C(C#N)(C#N)C2(C#N)CC1(N)NC2=O (stereo not drawn) | -6 | -14 | 8 | 0 | 0 | -4 | -1 | 1 | -6
CCOC(=O)Cc1csc(NC(=O)c2cccc(OC)c2)n1 | -5 | 14 | 10 | 0 | 1 | 0 | 0 | 1 | 1
CCc1nnc(NC(=O)c2c(O)c3c([nH]c2=O)CCCC3)s1 | -11 | 3 | 5 | 2 | -8 | 0 | 4 | -5 | 14
O=C(NCCc1cccs1)C1CC(c2cccc(F)c2)=NO1 (stereo not drawn) | -3 | -1 | 2 | . | 21 | 3 | 0 | 1 | -1
CC(C)N(CC(=O)Nc1ccc(Cl)cc1C(F)(F)F)C(=O)CCl | 2 | 1 | . | -2 | -30 | 1 | -5 | -6 | -3
O=C1CC(C(=O)N(c2cccc(F)c2)C(C(=O)NC2CCCC2)c2ccccn2)CS1 (stereo not drawn) | 0 | -9 | 17 | 0 | -1 | 0 | 1 | 2 | -10
CCOc1ccc(NS(=O)(=O)c2cc(OCC(N)=O)c(C)cc2Cl)cc1 | 0 | -14 | 12 | -2 | 3 | -4 | 6 | -2 | -5
O=C(O)C1CCN(S(=O)(=O)c2ccc(Oc3ccccc3)cc2)CC1 | -1 | -2 | 6 | -3 | 1 | -1 | 6 | 1 | 5
O=C(/C=C/c1ccc([N+](=O)[O-])cc1)NCCc1ccc(F)cc1 | 2 | -13 | 5 | 5 | 21 | -2 | 6 | -4 | -2
CCOc1cc(C(=O)N(C)Cc2cc3cc(OC)ccc3[nH]c2=O)cc(OCC)c1OCC | 17 | 22 | 15 | -2 | -1 | -3 | 4 | 4 | -2
CCO[C@@H]1OC(C(=O)N2CCCCCCC2)=C[C@H](c2csc3ccccc23)[C@H]1CCCO | -3 | -1 | 10 | 1 | 8 | -7 | 2 | -2 | 3
CCS(=O)(=O)N1CCCC(C(=O)NCc2cccnc2)C1 (stereo not drawn) | 0 | 7 | 1 | 0 | 2 | 1 | -30 | -1 | 8
O=C1COc2ccc(NC(=O)N3CCN(c4ccc(F)cc4)CC3)cc2N1 | -2 | -7[fluorescence artefact?] | 7 | -2 | 0 | 0 | 17 | 6 | 8
CCc1cc2c(=O)c(-c3nc4ccccc4n3C)coc2c(CN2CCN(C)CC2)c1O | 1 | -1 | -12 | 0 | 0 | 4 | -7 | -8 | -2
Fc1ccc2[nH]c3c(NCCN4CCOCC4)ncnc3c2c1 | 2 | 6 | -14 | 3 | -3 | -4 | -11 | -6 | -2

Compounds above that contain a Cl atom, in the order listed:
SMILES | Runt-SMMHC FRET | 14-3-3 Bad inh | FXIIa inh | Wee1 stabilizer | Hck Nef HTS | Runt-CBFb FRET | FXIa inh | Thrombin inh | KLK5 inh
CC(C)N(CC(=O)Nc1ccc(Cl)cc1C(F)(F)F)C(=O)CCl | 2 | 1 | . | -2 | -30 | 1 | -5 | -6 | -3
CCOc1ccc(NS(=O)(=O)c2cc(OCC(N)=O)c(C)cc2Cl)cc1 | 0 | -14 | 12 | -2 | 3 | -4 | 6 | -2 | -5

The listing continues.
SMILES | Runt-SMMHC FRET | 14-3-3 Bad inh | FXIIa inh | Wee1 stabilizer | Hck Nef HTS | Runt-CBFb FRET | FXIa inh | Thrombin inh | KLK5 inh
Cc1ccc(F)cc1NC(=O)N1CCN(c2ccnc3cc(Cl)ccc23)CC1 | -1 | -8 | 3 | -2 | 9 | -2 | -2 | -4 | -2
CC1CN(C(=O)c2ccccc2)C(=Nc2cccc(S(=O)(=O)N(C)C)c2)S1 (stereo not drawn) | -6 | 9 | 9 | -1 | 2 | 2 | 10 | -4 | -5
C=C(C)[C@@H]1CC[C@]2(C(=O)O)CC[C@]3(C)[C@H](CC[C@@H]4[C@@]5(C)CC[C@H](O)C(C)(C)[C@@H]5CC[C@]43C)[C@@H]12 | -2 | 0 | 6 | . | 33 | -2 | -1 | -1 | 1
Cc1cc(C)c(NC(=O)c2ccc(CNS(=O)(=O)c3cc(C(F)(F)F)ccc3Cl)cc2)c(C)c1 | 0 | 11 | 5 | -1 | -2 | -1 | -8 | 6 | 22
Cc1ccc(S(=O)(=O)NCC(=O)N(CC(=O)NCc2ccco2)Cc2ccco2)cc1 | -2 | -5 | 11 | 2 | 19 | 1 | 3 | -2 | 0
Cc1cc(NCCN2CCOCC2)n2c(nc3ccccc32)c1C#N | 31 | -11 | 6 | 5 | 25 | 12 | 2 | -4 | -123
c1ccc2c(c1)COC(CN1CCCCC1)OC2 | -2 | 2 | -5 | -4 | 15 | 0 | -7 | 2 | -15
O=C(COc1ccc2c(c1)CCC2)NCc1ccc(Cl)cc1 | 0 | 3 | 0 | -2 | -1 | -4 | -7 | -7 | -22
CCOC(=O)N1CCC(Nc2c(NCCCN3CCN(c4ccc(OC)cc4)CC3)c(=O)c2=O)CC1 | -1 | -7 | 11 | 0 | 10 | 2 | 2 | -3 | 3
O=C1Nc2ccccc2C12OC1CCCCC1O2 (stereo not drawn) | -5 | -1 | 1 | -1 | 1 | 0 | 1 | 2 | -19
Cc1cccc(NC(=O)c2c(C)cc(=O)oc2C)n1 | 2 | 6 | 19 | 0 | 0 | 0 | 3 | 5 | -11
CCOc1ccc(N(C(=O)CNS(=O)(=O)c2ccccc2)C(CC)C(=O)NCc2ccco2)cc1 (stereo not drawn) | . | -5 | 8 | 5 | 12 | . | 2 | -4 | 5
N#Cc1ccc(Sc2ccccn2)c([N+](=O)[O-])c1 | -1 | 0 | 4 | 1 | 14 | 0 | 2 | -9 | -11
Fc1ccc(C2C3=C(Nc4ncnn42)c2ccccc2OC3c2ccncc2)cc1 (stereo not drawn) | 4 | -1 | 2 | 1 | 4 | 0 | -10 | -4 | -6
CC(NC(=O)C1C2C=CC(C2)C1C(=O)O)c1ccccc1 (stereo not drawn) | -7 | 0[fluorescence artefact?] | 11 | 0 | 13 | 0 | -4 | 0 | -1
COC(=O)[C@H](CC(C)C)NC(=O)NC1CCCCC1C (stereo partly drawn) | -4 | -2 | 12 | 0 | -19 | -2 | 4 | 2 | 3
CN(C)CCNC(=O)/C=C/c1cn(-c2ccccc2)nc1-c1cc2ccccc2oc1=O | 0 | -14 | 6 | 5 | 21 | -2 | 0 | -2 | 3
CSCC[C@H](NC(=O)CCNC(C)=O)c1nc2ccccc2[nH]1 | -3 | -3 | 4 | 0 | -24 | -1 | -3 | 1 | 8
COc1ccc(C(O)Cc2nc3ccccc3n2C)cc1OC (stereo not drawn) | -8 | 9 | 12 | -1 | 10 | -4 | 6 | -2 | 1
CCOC1(C(F)(F)F)NC(=O)N(Cc2ccc(OC)cc2)C1=O (stereo not drawn) | 4 | -7 | 8 | -2 | 0 | -2 | 3 | -4 | 14
CCCCOc1ccccc1C1CC(=O)NC2=C1C(=O)CCC2 (stereo not drawn) | -4 | 3 | 2 | 3 | 1 | -1 | -4 | 0 | -2
COc1cc(C2CC(=O)N3CN(c4ccccc4C)CSC3=C2C#N)cc(OC)c1OC (stereo not drawn) | 44 | 26[fluorescence artefact?] | 6 | -1 | 1 | 21 | 3 | -3 | -18
CN1CCN(NC(=O)c2cn(-c3ccccc3)nc2-c2cccc(Br)c2)CC1 | 0 | -2 | . | 0 | 1 | -1 | -5 | -4 | -3
COc1ccc2cc3cc(C(=O)N4CCN(Cc5ccc6c(c5)OCO6)CC4)oc3nc2c1 | -8 | 2[fluorescence artefact?] | 8 | -2 | 0 | -3 | 1 | -2 | -14
C=CCCCCCCCCc1nc(SCC(=O)O)n[nH]1 | -2 | -12 | 13 | 2 | 15 | -1 | 3 | -3 | 3
COc1cccc(C2C(C(=O)c3sc(C)nc3C)=C(O)C(=O)N2CCN2CCOCC2)c1 (stereo not drawn) | -6 | 2 | 1 | -3 | 1 | -1 | 4 | 4 | -8
Cn1c(CS/C(N)=N/N=C/c2ccccc2)c(Br)c(=O)n1-c1ccccc1 | 10 | 32[fluorescence artefact?] | 4 | 2 | -3 | 14 | -4 | -4 | -15
O=C(Nc1ccc(F)cc1)Nc1ccc(NC(=O)c2ccccc2O)cc1 | -5 | 10 | 12 | 9 | 12 | 2 | 8 | 10 | 8
Cc1ccccc1CN(C)CC(=O)Nc1c(C)cccc1C(C)C | 0 | 0 | 6 | -2 | -9 | -3 | 0 | -2 | 17
S=C(Nc1ccc(Cl)cc1)Nc1cccc2cnccc12 | 12 | -1 | 16 | -1 | 1 | 37 | 12 | -1 | -10
N=c1c2c3c(sc2ncn1Cc1ccccc1)CCCC3 | -3 | 13[fluorescence artefact?] | 5 | 5 | 1 | -1 | 5 | -11 | -11
CCOC(=O)c1oc2nc(C(C)C)c3c(c2c1N)CCC3 | 0 | -6 | 0 | -1 | 1 | 2 | -11 | 0 | -15
Cc1ccccc1Nc1cc(C(=O)NCc2ccco2)c2ccccc2n1 | -7 | -11 | 7 | -1 | 1 | 0 | -5 | -7 | -27
Cc1ccc(C)c(-n2c(SCC(=O)NC(C(=O)O)C(C)C)nnc2-c2cccc(Cl)c2)c1 (stereo not drawn) | -2 | -11 | 11 | -2 | 20 | -2 | -2 | -7 | 1
O=C(Nc1cccc(F)c1)c1cccnc1NCCc1ccccc1 | 0 | -8 | 5 | -2 | 5 | -2 | 3 | -7 | -16
C/C(=C\C(=O)Nc1nccs1)c1ccccc1 | 5 | 1 | 10 | -1 | -7 | 1 | 0 | -5 | -26
COC(=O)c1cnc(NNC(=O)c2ccc([N+](=O)[O-])cc2)nc1C(F)(F)F | 0 | -12 | 5 | -2 | 9 | 0 | 2 | -4 | -1
COc1ccc(C([O-])=Nc2ccc[n+](-c3nc4ccccc4nc3NS(=O)(=O)c3ccccc3)c2)cc1 | -6 | -9 | 2 | -1 | -5 | -6 | 0 | -5 | -2

Two of the compounds above, as tab-separated lines:
SMILES	Runt-SMMHC FRET	14-3-3 Bad inh	FXIIa inh	Wee1 stabilizer	Hck Nef HTS	Runt-CBFb FRET	FXIa inh	Thrombin inh	KLK5 inh
O=C(Nc1cccc(F)c1)c1cccnc1NCCc1ccccc1	0	-8	5	-2	5	-2	3	-7	-16
C/C(=C\C(=O)Nc1nccs1)c1ccccc1	5	1	10	-1	-7	1	0	-5	-26
